From PubChem
IDE act = IDE (human) activation, cell-based; P14735; HEK cells, FAbeta-B cleavage, fluorescence polarization; 0% vehicle, 100% cell-free pure enzyme wells; activation, % at 5.96 µM; 0.073% of 340,000 active; AID 493087;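 active means activation above the mean of all tested compounds plus 3 SD, set per screening campaign, cut at about 17% in these data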
Target sequence (P14735 whole entry, looked up): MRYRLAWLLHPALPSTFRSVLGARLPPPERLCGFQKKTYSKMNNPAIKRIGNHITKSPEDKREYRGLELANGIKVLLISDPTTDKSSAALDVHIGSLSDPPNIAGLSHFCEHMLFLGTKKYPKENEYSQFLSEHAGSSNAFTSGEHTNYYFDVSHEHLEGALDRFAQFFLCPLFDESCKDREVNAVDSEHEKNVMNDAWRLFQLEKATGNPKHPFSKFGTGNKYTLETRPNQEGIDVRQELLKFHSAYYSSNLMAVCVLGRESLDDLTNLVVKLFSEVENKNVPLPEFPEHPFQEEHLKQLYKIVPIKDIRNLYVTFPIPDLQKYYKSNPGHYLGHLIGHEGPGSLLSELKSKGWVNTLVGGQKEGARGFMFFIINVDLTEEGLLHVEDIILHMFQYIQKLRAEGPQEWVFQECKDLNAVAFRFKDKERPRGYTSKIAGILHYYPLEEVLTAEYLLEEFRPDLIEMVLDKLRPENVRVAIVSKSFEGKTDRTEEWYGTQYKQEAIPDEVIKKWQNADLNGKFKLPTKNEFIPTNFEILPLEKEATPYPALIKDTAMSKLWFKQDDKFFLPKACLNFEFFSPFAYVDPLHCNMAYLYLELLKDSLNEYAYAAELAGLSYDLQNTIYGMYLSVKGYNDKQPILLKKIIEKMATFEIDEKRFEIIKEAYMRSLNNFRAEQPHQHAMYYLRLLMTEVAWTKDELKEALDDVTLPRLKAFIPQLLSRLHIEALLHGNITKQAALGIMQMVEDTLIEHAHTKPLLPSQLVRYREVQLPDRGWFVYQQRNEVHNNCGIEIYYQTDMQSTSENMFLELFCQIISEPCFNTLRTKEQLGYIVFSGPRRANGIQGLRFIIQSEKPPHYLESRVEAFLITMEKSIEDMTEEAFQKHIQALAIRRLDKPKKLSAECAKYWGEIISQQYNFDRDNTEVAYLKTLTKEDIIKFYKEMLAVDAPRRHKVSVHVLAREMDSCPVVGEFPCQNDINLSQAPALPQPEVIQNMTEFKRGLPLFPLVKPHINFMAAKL
IDE cell inh = inhibitors of human insulin-degrading enzyme in cells; HEK cells, FAbetaB cleavage, fluorescence polarization; 0.41% of 320,000 active; P14735; inhibition, % at 5.59 µM; AID 434962;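 active means percent inhibition above the average of all tested compounds plus 3 SD, set per screening campaign, cut at about 16% in these data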;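 further: IDE supplied by intact live HEK cells; FP after avidin binding of uncleaved biotin substrate so inhibition keeps polarization high; 0% = DMSO wells and 100% = 60 µM reference IDE inhibitor Ii1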
Active calls of the source: *.

SMILES	IDE act	IDE cell inh
O=C(CCCN=C1NS(=O)(=O)c2ccccc21)OCC(=O)c1ccccc1	0	1
CCOC(=O)c1[nH]c(C)c(C(=O)OCC(=O)NCc2ccc(OC)c(OC)c2)c1C	1	2
CC(OC(=O)C1CSC2(C)CCC(=O)N12)C(=O)Nc1ccc(F)cc1 (stereo unspecified)	-3	-1
COC(=O)c1ccc(CNC(=O)COC(=O)/C=C/c2cc(OC)c(OC)c(OC)c2)cc1	-5	2
CN(CC(=O)Nc1ccccc1Cl)C(=O)COC(=O)c1cc(S(=O)(=O)N(C)C)ccc1N1CCCC1	7	10
Cc1ccc(C)c(OCC(=O)Nc2ccc(N3CCOCC3)cc2N2CCOCC2)c1	1	-3
CCN(CC(=O)Nc1cc(Cl)ccc1C)C(=O)CN1C(=O)NC(CC)(c2ccccc2)C1=O (stereo unspecified)	-1	1
COc1ccc(NS(=O)(=O)c2cccc(C(=O)NNC(=O)CN3C(=O)NC(C)(C)C3=O)c2)cc1	-4	10
COCCN(C(=O)c1cc(Cl)ccn1)c1c(N)n(Cc2ccccc2)c(=O)[nH]c1=O	3	5
COc1ccc(NC(=O)COC(=O)c2ccc3ccccc3n2)cc1OC	4	-4
CC(Oc1ccc(F)cc1)C(=O)Nc1cc(S(=O)(=O)N2CCOCC2)ccc1N1CCN(C)CC1 (stereo unspecified)	1	4
COc1ccc(/C=C/C(=O)OCC(=O)c2ccccc2F)cc1	-2	4
O=C(NCCCn1ccnc1)c1ccc(NS(=O)(=O)c2ccc(Cl)c(Cl)c2)cc1	1	5
O=C(O[C@H]1[C@H](Cc2ccccc2)NS(=O)(=O)[C@H]2C[C@@H]3C=C[C@]12O3)c1ccc([N+](=O)[O-])cc1	0	7
O=C(Cc1c(F)cccc1Cl)N1CCN(S(=O)(=O)c2cccs2)CC1	2	1
COc1ccc(C(CNC(=O)c2ccc(NS(=O)(=O)c3ccc4c(c3)OCCO4)cc2)N(C)C)cc1 (stereo unspecified)	-1	4
C[C@@H](C(=O)Nc1ccccc1N1CCOCC1)N1C(=O)C2CCCCC2C1=O (stereo partly specified)	6	5
O=C(O/N=C/c1ccc(Br)cc1)c1ccc(F)cc1	0	5
COc1cc(OC)cc(-c2oc(=O)c3cc(OC)c(OC)cc3c2C#CCCO)c1	6	3
Cc1ccc(C)c(S(=O)(=O)Nc2ccc(C(=O)NCC(c3ccco3)N(C)C)cc2)c1 (stereo unspecified)	0	3
O=Cc1cc(N=Nc2ccc(S(=O)(=O)O)cc2)ccc1O	5	-3
COc1cccc(NC(=O)CN2C(=O)NC(Cc3c[nH]c4ccccc34)C2=O)c1 (stereo unspecified)	7	3
CC(C)C[C@@]12C(=O)N(c3cccc(F)c3)C(=O)N1[C@H](c1ccc(Cl)cc1)[C@@H]1C(=O)N(C3CCCCC3)C(=O)[C@@H]12	2	5
Cc1cc(C)cc(NC(=O)COC(=O)CNC(=O)C2CCCCC2)c1	10	1
Cc1ccc(N(C)S(=O)(=O)c2cccc(C(=O)OCC(=O)c3c(N)n(C)c(=O)n(C)c3=O)c2)cc1	4	1

(continued)
SMILES	IDE act	IDE cell inh
CC1CC(=O)Nc2ccccc2N1C(=O)CSc1nnnn1C (stereo unspecified)	-1	8
CCC(CN(C)C)Oc1cc(NCc2ccccc2)c2ncn(C(C)C)c2c1 (stereo unspecified)	-3	5
COc1ccc(C(C)(C)C)cc1NC(=O)CN1C(=O)C(=O)N(Cc2ccco2)C1=O	3	3
CNC(=O)C(=O)NCCC1CCCCN1S(=O)(=O)c1cccs1 (stereo unspecified)	3	0
COc1ccc(C2=NOC(C)(c3nnc(-c4ccncc4)o3)C2)cc1 (stereo unspecified)	-2	1
COc1cccc2c1oc1c(SCc3nc4ccccc4[nH]3)nc(C)nc12	1	3
CC(OC(=O)c1cc(=O)c2ccccc2o1)C(=O)Nc1ccc(N(C)C)cc1 (stereo unspecified)	2	6
COc1ccc(-n2ccnc(SCC(=O)NCc3ccc(C)cc3)c2=O)cc1Cl	1	0
O=C(COC(=O)c1cccc(S(=O)(=O)N2CCCCC2)c1)NC1CCCCC1	-1	6
Cc1cc(NC(=O)c2ccc3nccnc3c2)ccc1Br	-4	2
Nc1c(Cl)cc(-c2cn(CCC(=O)O)c(-c3ccncc3)n2)cc1Cl	2	-3
O=C(COC(=O)Cc1ccc(Cl)cc1)NCCc1ccccc1	5	8
CCOC(=O)C1=C(COC(=O)CC(C)c2ccccc2)NC(=O)NC1C (stereo unspecified)	6	-2
Cc1cc(=O)c(C(=O)Nc2cccc(N3CCCC3=O)c2)nn1-c1ccccc1Cl	-1	0
O=C(CN1CSCC1=O)N1CCN(S(=O)(=O)c2cccc(F)c2)CC1	4	-2
O=C(CSc1ccccc1F)NNC(=O)c1ccncc1	0	-4
COc1ccccc1CNC(=O)COC(=O)CC1CC2CCC1C2 (stereo unspecified)	-1	4
CC(OC(=O)c1ccc(Cl)c(S(=O)(=O)N2CCOCC2)c1)C(=O)Nc1ccc(S(N)(=O)=O)cc1 (stereo unspecified)	2	2
COc1ccccc1CNC(=O)COC(=O)Cc1cccc(F)c1	7	2
CN1CCN(C(=O)C2CCN(S(=O)(=O)c3ccccc3[N+](=O)[O-])CC2)CC1	2	-1
CCc1ccc(OCC(=O)NNC(=O)Cc2ccc(S(=O)(=O)N3CCOCC3)s2)cc1	-1	0
N#Cc1cccc(NCC(=O)Nc2cccc(S(=O)(=O)N3CCCCC3)c2)c1	1	-4
CCC(=O)c1ccc(OCC(=O)OC(C)C(=O)NCc2ccc3c(c2)OCO3)cc1 (stereo unspecified)	6	1
COCCN(C(=O)COC(=O)c1cnc(C)cn1)c1c(N)n(Cc2ccccc2)c(=O)[nH]c1=O	2	0
Cc1ccc(NC(=O)c2nc3nccc(C)n3n2)cc1S(=O)(=O)N1CCCCC1	0	0

Next section.
SMILES	IDE act	IDE cell inh
C[C@H]1COC(=O)[C@H](Cc2ccc(F)cc2)C/C=C\C[C@H](CC(=O)NCCO)C(=O)N1	-4	3
O=C(Cn1c(CO)nc2ccccc21)Nc1ccc2c(c1)OCCCO2	2	2
Cc1ccc(OCC(=O)Nc2ccc(Cl)cc2)c([N+](=O)[O-])n1	1	-4
COCCn1cnnc1SCC(=O)Nc1sc2c(c1C#N)CCC2	3	-2
Cc1cccc(C(=O)NCC(=O)N2CC=C(c3ccccc3)CC2)c1	-6	10
O=C(O)c1ccn(CSc2cc(Cl)ccc2Cl)n1	-1	1
CS(=O)(=O)c1ccc(Cl)c(NC(=O)COC(=O)CCCN2C(=O)c3cccc4cccc(c34)C2=O)c1	4	7
Cc1ccc(S(=O)(=O)N2CCN(C(=O)COC(=O)c3cnc(C)cn3)CC2)c(C)c1	4	3
COC(=O)[C@]1(C)CCC[C@@]2(C)C3CC[C@]4(OC(C)=O)C[C@@]3(CCC21)CC4=O (stereo partly specified)	2	2
CCOc1cc(-c2nnc(NC(=O)C3=COCCO3)o2)cc(OCC)c1OCC	-1	-2
COc1ccc(NC(=O)Cc2ccccc2F)cc1S(=O)(=O)N1CCCCC1	2	7
O=C(NCCCN1CCOCC1)c1ccc(S(=O)(=O)Nc2ccccc2)cc1	6	-1
O=C(OCc1nnc(-c2ccccc2)o1)c1ccc([N+](=O)[O-])s1	1	5
C[C@@H]1CN([C@@H](C)CO)C(=O)c2cc(N(C)C)ccc2O[C@@H]1CN(C)S(C)(=O)=O	7	6
CCc1ccc(C(=O)CSc2nnc(C3CC3)n2C2CC2)cc1	2	0
OC(CNCc1ccccc1)COc1ccccc1 (stereo unspecified)	-3	2
CN(c1ccc(C(=O)N2CCCCCC2)cc1)S(=O)(=O)c1ccccc1	1	-2
O=C(NCCS(=O)(=O)NC1CCCCC1)c1ccc2c(c1)OCO2	3	-2
Cc1ccc(C)c(S(=O)(=O)N2CCCCC2CCNC(=O)C(=O)NCc2ccncc2)c1 (stereo unspecified)	7	-1
CC(NC(=O)c1cccc(F)c1)C1CC2CCC1C2 (stereo unspecified)	4	3
O=C1C=C(c2ccc3ccccc3c2)C[C@@H](c2ccc(Cl)cc2)C1	0	-5
COc1cc(CC(=O)OCC(=O)N(C)C2CCCCC2)cc(OC)c1OC	2	0
CC1=CC(c2ccccc2)n2ncnc2N1 (stereo unspecified)	3	5
COc1ccc(OC)c(NC(=O)c2ccccc2OC(C)=O)c1	0	-2
Cc1cc(/C=C\c2ccc3cc(N(C)C)ccc3[n+]2C)c(C)n1-c1ccccc1	-44	26*

15 entries from above, as a markdown table.
| SMILES | IDE act | IDE cell inh |
| --- | --- | --- |
| C[C@H]1COC(=O)[C@H](Cc2ccc(F)cc2)C/C=C\C[C@H](CC(=O)NCCO)C(=O)N1 | -4 | 3 |
| O=C(Cn1c(CO)nc2ccccc21)Nc1ccc2c(c1)OCCCO2 | 2 | 2 |
| Cc1ccc(OCC(=O)Nc2ccc(Cl)cc2)c([N+](=O)[O-])n1 | 1 | -4 |
| COCCn1cnnc1SCC(=O)Nc1sc2c(c1C#N)CCC2 | 3 | -2 |
| Cc1cccc(C(=O)NCC(=O)N2CC=C(c3ccccc3)CC2)c1 | -6 | 10 |
| O=C(O)c1ccn(CSc2cc(Cl)ccc2Cl)n1 | -1 | 1 |
| CS(=O)(=O)c1ccc(Cl)c(NC(=O)COC(=O)CCCN2C(=O)c3cccc4cccc(c34)C2=O)c1 | 4 | 7 |
| Cc1ccc(S(=O)(=O)N2CCN(C(=O)COC(=O)c3cnc(C)cn3)CC2)c(C)c1 | 4 | 3 |
| COC(=O)[C@]1(C)CCC[C@@]2(C)C3CC[C@]4(OC(C)=O)C[C@@]3(CCC21)CC4=O (stereo partly specified) | 2 | 2 |
| CCOc1cc(-c2nnc(NC(=O)C3=COCCO3)o2)cc(OCC)c1OCC | -1 | -2 |
| COc1ccc(NC(=O)Cc2ccccc2F)cc1S(=O)(=O)N1CCCCC1 | 2 | 7 |
| O=C(NCCCN1CCOCC1)c1ccc(S(=O)(=O)Nc2ccccc2)cc1 | 6 | -1 |
| O=C(OCc1nnc(-c2ccccc2)o1)c1ccc([N+](=O)[O-])s1 | 1 | 5 |
| C[C@@H]1CN([C@@H](C)CO)C(=O)c2cc(N(C)C)ccc2O[C@@H]1CN(C)S(C)(=O)=O | 7 | 6 |
| CCc1ccc(C(=O)CSc2nnc(C3CC3)n2C2CC2)cc1 | 2 | 0 |

The list goes on:
SMILES	IDE act	IDE cell inh
O=C(N[C@@H]1C/C=C\C[C@H](CC(=O)N(CCO)Cc2ccccc2)C(=O)N[C@@H](Cc2ccccc2)COC1=O)OCC1c2ccccc2-c2ccccc21	0	6
c1ccc2c(c1)[nH]c1ccncc12	1	3
COc1ccc(NC(=O)c2cc(C3CC3)nc3c2cnn3C(C)C)cc1OC	0	2
COc1cc(OC)cc(-c2c(-c3cccs3)c3cc(-c4ccc5c(c4)OCO5)ccc3n2C)c1	0	0
CC1Nc2ncnc(N3CCN(c4ccccn4)CC3)c2N(Cc2ccccc2)C1=O (stereo unspecified)	0	0
O=C(O)c1cc(S(=O)(=O)Nc2ccc3cn[nH]c3c2)ccc1Cl	6	4
O=C(c1sccc1-c1ccccc1)N1CCN(S(=O)(=O)c2ccccc2F)CC1	5	-2
CCCCOc1ccc(C(=O)NCC(=O)NCC(c2ccco2)N2CCCCC2)cc1 (stereo unspecified)	-4	-7
COc1ccc(C(=O)NCCS(=O)(=O)N2CCC3(CC2)OCCO3)cc1	-1	7
COc1ccc(N2CC(NS(=O)(=O)c3cccs3)CC2=O)cc1OC (stereo unspecified)	7	-2
C[C@@]12C(=O)Nc3cc(F)ccc3C(=O)N1[C@H]1c3ccccc3OC[C@@H]1[C@@H]2c1ccccc1	4	4
Cc1ccc(CNC(=O)COC(=O)c2cccc(S(=O)(=O)N3CCCCC3)c2)cc1	-5	1
O=C1c2ccccc2/C(=C\c2ccc3[nH]ccc3c2)N1c1ccccc1	5	-4
N#C[C@H]1C(O)C(O)c2ccccc2N1C(=O)c1ccccc1 (stereo partly specified)	1	4
O=C(COC(=O)CCc1ccc(S(=O)(=O)N2CCOCC2)cc1)Nc1ccccc1OC(F)F	3	-2
Cc1ccc(-c2cc(C(=O)N3CCN(C4CCS(=O)(=O)C4)CC3)c3ccccc3n2)cc1 (stereo unspecified)	6	5
CCN(CC(=O)NC(=O)NC1CCCC1)Cc1ccccc1	6	6
CN1C2=C(C(=O)CC(C)(C)C2)C(c2cccs2)C2=C1CC(C)(C)CC2=O	4	1
CN(CC(=O)OCC(=O)NCc1ccccc1)S(=O)(=O)c1ccc(F)cc1	0	3
O=C(Nc1ccc(N2CCOCC2)c(S(=O)(=O)Nc2ccccc2Cl)c1)c1ccc(F)cc1	4	-5
CC(=O)Nc1ccc(S(=O)(=O)N(C)CC(=O)OCC(=O)N2CCCCC2)cc1	0	2
NS(=O)(=O)c1ccc(CCNC(=O)CCNS(=O)(=O)c2ccccc2C(F)(F)F)cc1	3	-2
CC(C)CCN(C(=O)c1ccc(Br)cc1)c1c(N)n(Cc2ccccc2)c(=O)[nH]c1=O	1	-4
COc1cc(C(=O)N(C)Cc2cccc(OC)c2OC)ccc1OCC(=O)Nc1cccc(C(F)(F)F)c1	3	4
CC(=O)c1c(C)[nH]c(C(=O)OCC(=O)c2c(N)n(CC(C)C)c(=O)n(C)c2=O)c1C	3	0

(further entries)
SMILES	IDE act	IDE cell inh
O=C(CCNS(=O)(=O)c1ccccc1C(F)(F)F)NNC(=O)c1csc(N2CCOCC2)n1	2	-5
O=C(C[C@@H]1C/C=C/CC[C@@H](Cc2ccc(F)cc2)C(=O)OCCNC1=O)N[C@H](CO)Cc1ccccc1	3	-1
C#CCOCCOCCOCCNc1nc(N2CCN(C(=O)[C@H](CCCCN)n3cc([C@@H](N)[C@H](C)CC)nn3)CC2)nc(N2CCN(C(=O)[C@H](CCCCN)n3cc([C@@H](N)CC(N)=O)nn3)CC2)n1	-2	0
CSc1ccccc1NC(=O)CSCc1nc2sc(C)c(C)c2c(=O)[nH]1	1	-9
CC1(C)Oc2ccc3ccc(=O)oc3c2C[C@H]1O[C@@H]1O[C@H](CO)[C@@H](O)[C@H](O)[C@H]1O	0	-2
CC(C)CC(CO)N1CCN(C(=O)c2ccccc2)CCC1=O (stereo unspecified)	6	2
CCN(Cc1nc2ccccc2c(=O)[nH]1)C(=O)c1cc2c(s1)CCCCC2	4	8

Only part of the results is shown (hit frequency here may not be typical).
